D1 agonist: agonists of human D1 dopamine receptor | HEK293 T-REx D1 cells, calcium flux, agonist mode | P21728 | 360,000 tested, 1% active | activation, % at 2 µM; in the data active = activation above about 30%; note: 0% is about no effect
Target sequence (P21728 whole entry, looked up): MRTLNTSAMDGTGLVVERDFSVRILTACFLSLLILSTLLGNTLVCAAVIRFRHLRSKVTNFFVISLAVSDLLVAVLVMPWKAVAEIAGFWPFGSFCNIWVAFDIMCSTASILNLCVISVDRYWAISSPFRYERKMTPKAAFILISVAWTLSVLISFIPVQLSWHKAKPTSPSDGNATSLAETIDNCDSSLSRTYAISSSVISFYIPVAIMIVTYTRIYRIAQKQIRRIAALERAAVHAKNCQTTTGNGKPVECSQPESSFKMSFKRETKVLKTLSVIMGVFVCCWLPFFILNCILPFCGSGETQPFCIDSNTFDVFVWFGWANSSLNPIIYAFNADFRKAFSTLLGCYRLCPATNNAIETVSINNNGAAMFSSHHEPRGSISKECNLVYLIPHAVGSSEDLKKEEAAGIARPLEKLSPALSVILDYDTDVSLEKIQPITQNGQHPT
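Agonism was scored from calcium flux recorded over 180 s (1 read/s) after pintool compound addition, following a 10-cycle baseline. Cells were inducible force-coupled HEK293 TREx D1, plated overnight at 30 C and loaded with no-wash calcium dye.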
D1 PAM: potentiators of human D1 dopamine receptor; P21728; HEK293 TREx D1 cells, calcium flux, dopamine EC20 potentiation; potentiation, % at 10 µM; 360,000 tested, 0.036% active; AID 504651; in the data active = potentiation above about 30%; note: 0% is about no effect
RXFP1 ag: RXFP1 (human) receptor agonism. Q9HBX9. HEK293T-RXFP1 cAMP TR-FRET, 30 min; response scale: percent of porcine relaxin response, buffer zero. Potency, µM (series often up to 57.5 µM), for the others: at the top dose activation, most hits filed as activators. 370,000 tested, 0.3% active; note: potency is the fitted concentration of half-maximal effect; % is set by controls: 0 for no effect and ±100 for the full control effect; nearly all actives have a fitted effect of over 60% in size; many of its hits are not listed in these tables
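HEK293 cells stably expressing RXFP1, treated 30 min at 37C with compounds plus PDE4 inhibitor Ro 20174; cAMP measured by HTRF TR-FRET. Normalized to buffer and 29 nM porcine relaxin; EC50 by Hill fit.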
Vif-A3F inh: inhibitors of Vif-A3F interaction | HeLa A3F-eYFP + Vif (tagged APOBEC3F with the HIV-1 protein that degrades it), YFP fluorescence increase | 390,000 tested, 0.2% active | Potency, µM (highest dose often 46.1 µM), without a hit: at the highest dose activity, negative = active; note: potency is the fitted concentration of half-maximal effect; % of control where 0% means no effect; nearly all actives have a fitted effect of over 65% in size
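HeLa cells stably expressing Vif plus C-terminally eYFP-tagged A3F were seeded, incubated overnight at 37 deg C, dosed with compound, incubated overnight again at 37 deg C. Yellow fluorescence (Ex 488/Em 500-530) reported blocked Vif-mediated A3F-eYFP degradation.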
RXFP1 antag: RXFP1 (human) relaxin receptor antagonism; Q9HBX9; HEK293-RXFP1, relaxin-stimulated cAMP HTRF, 30 min; hits give low values; activity change, negative = inhibition, % at 57.5 µM; 350,000 tested, 0.59% active; AID 1259400;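 active = activity change of -60% or lower, but not beyond a set lower limit; inconclusive = change between -60% and -40%, or beyond the set limit; inactive = change above -40%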; note: % is set by controls: 0 for no effect and ±100 for the full control effect
D1 antagonist: antagonists of human D1 dopamine receptor; HEK293 TREx D1 cells, calcium flux, dopamine EC80; hits give low values; AID 504652; activity change, negative = inhibition, % at 10 µM; 360,000 tested, 3.2% active; P21728; in the data active = activity change below about -30%; note: % is set by controls: 0 for no effect and ±100 for the full control effect
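Tetracycline-induced HEK293 T-REx cells with force-coupled D1 receptor were loaded with a no-wash calcium dye. Compound was added after a 10 s baseline and read kinetically for 180 s; EC80 dopamine was then added and calcium flux followed another 180 s.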
Vif-A3G inh: Vif-A3G binding inhibition. Q9HC16. HeLa A3G-eYFP + Vif (tagged APOBEC3G with the HIV-1 protein that degrades it), YFP fluorescence, overnight. Potency, µM (titrated, usually from 46.1 µM), inactives show top-dose activity, negative = active, most hits filed as inhibitors. 410,000 tested, 0.076% active. AID 602310;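 note: potency is the fitted concentration of half-maximal effect; % is set by controls: 0 for no effect and ±100 for the full control effect; nearly all actives have a fitted effect of over 60% in size; hits raise eYFP signal because A3G escapes Vif-driven loss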
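Read-out is eYFP fluorescence (Ex 488/Em 500-530) from Vif-expressing HeLa A3G-eYFP cells; more signal means A3G escaped Vif-mediated degradation. Cells plated overnight, compound pinned in, incubated overnight at 37 deg C.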
D2 PAM: D2 dopamine receptor (human) potentiation; P14416; HEK293 T-REx D2, calcium flux, EC20 dopamine potentiation; potentiation, % at 10 µM; 340,000 tested, 0.34% active; AID 485347;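 active = potentiation over 3 SD above the plate norm, cut at about 30% in these data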; note: 0% is about no effect
Target sequence (P14416 whole entry, looked up): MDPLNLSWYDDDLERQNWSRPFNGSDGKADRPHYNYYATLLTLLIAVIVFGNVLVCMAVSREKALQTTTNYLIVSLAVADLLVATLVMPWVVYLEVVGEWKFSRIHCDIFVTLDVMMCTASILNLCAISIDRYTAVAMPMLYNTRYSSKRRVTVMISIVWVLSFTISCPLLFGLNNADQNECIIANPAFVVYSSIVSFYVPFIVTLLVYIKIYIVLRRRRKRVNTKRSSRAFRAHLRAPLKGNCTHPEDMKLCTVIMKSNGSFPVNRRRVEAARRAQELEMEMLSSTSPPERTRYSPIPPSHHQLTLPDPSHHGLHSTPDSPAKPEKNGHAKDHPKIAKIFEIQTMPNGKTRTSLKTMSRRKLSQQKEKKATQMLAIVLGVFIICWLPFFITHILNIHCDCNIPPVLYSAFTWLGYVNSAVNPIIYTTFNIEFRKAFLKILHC
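Tetracycline-induced Hek293 Trex D2 cells, force-coupled to calcium, loaded with no-wash calcium dye. Compound added with 180 s kinetic read for agonism, then EC20 dopamine and a further 180 s read for potentiation.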
GRP78 ERSR act: induces the endoplasmic reticulum stress response in human glioma cells; Potency, µM, inactives show at the top dose activation, actives largely listed as activators; AID 602332; 420,000 tested, 0.02% active; U87-MG GRP78 promoter luciferase reporter, 16 h; note: potency is the fitted concentration of half-maximal effect; series mostly up to about 76 µM; % of control where 0% means no effect; nearly all actives have a fitted effect of over 35% in size
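Stably transfected U87-MG glioma cells carrying a GRP78-based luciferase sensor; 16 h compound incubation. Luminescence end-point read 10 min after Bright-Glo addition at room temperature.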
An asterisk follows results filed as active; ? = inconclusive; / = not tested or not shown. Unless noted, calls come from the whole dose curve; as a rule, active = well fitted curve in the direction sought with a large enough effect; inconclusive = small, poorly fitted or top-dose-only effect, or another doubt; inactive = no such curve, though single readings can be large; an effect the other way counts as inactive or inconclusive. These rows are one share of the data. The share of hits here may be higher or lower than overall.

Order of values: D1 agonist | D1 PAM | RXFP1 ag | Vif-A3F inh | RXFP1 antag | D1 antagonist | Vif-A3G inh | D2 PAM | GRP78 ERSR act
COCCSc1ccccc1C(=O)Nc1ccccc1C(C)C
→ 2 | 7 | 1.6% | 0% | 5 | 15 | 0% | -1 | 0%
COc1ccccc1C(=O)Nc1cccc(Oc2c(F)c(F)c(F)c(F)c2F)c1
→ 7 | -5 | -0.8% | 12% | -18 | 7 | 1% | 18 | 0%
COc1ccc(C(c2nnnn2C2CCCC2)N2CCC(C)CC2)c(OC)c1 (stereo not drawn)
→ 1 | -4 | 0.4% | -4% | -18 | 29 | -3% | / | -6%
C=CCOc1ccc(C2C(C#N)=C(N)N(N(C)C)C3=C2C(=O)CCC3)cc1 (stereo not drawn)
→ 2 | -7 | 1.1% | 0% | -6 | 1 | -7% | / | -3%
COC(CNC(=O)C(=O)NCC1OCCN1S(=O)(=O)c1ccccc1)OC (stereo not drawn)
→ / | / | / | -2% | -6 | / | 0% | / | -4%
CC(C)c1ccc(S(=O)(=O)c2nnn3c2nc(N2CCCCC2)c2sccc23)cc1
→ 2 | -3 | 9.2% | 2% | -3 | 19 | -3% | 0 | -2%
CCN(C(=O)c1ccc(S(=O)(=O)N2CCOCC2)cc1)C1CCS(=O)(=O)C1 (stereo not drawn)
→ -1 | -3 | -0.2% | ? | -3 | 5 | 3% | 1 | -4%
COc1ccc(NC(=O)c2oc3ccccc3c2NC(=O)Cc2cccs2)c(OC)c1
→ 10 | -3 | 2.8% | -9% | / | -25 | 5% | 3 | 1%
CCCS(=O)(=O)NCCc1cc2ccc(C)cc2[nH]c1=O
→ 1 | 4 | 1.2% | -1% | 10 | 5 | 1% | -7 | 1%
COc1ccccc1OCCNC(=O)c1cccs1
→ 1 | 0 | 0.8% | 8% | 9 | 1 | 1% | -8 | 2%
COCCn1c(=O)[nH]c2cc(C(=O)Nc3cccc(F)c3)ccc2c1=O
→ -1 | -1 | 3.2% | 7% | 4 | 0 | -2% | -18 | -1%
O=C(CSc1nnc2ccccn12)N1CCc2ccccc2C1
→ 4 | -11 | 1.5% | 4% | -7 | 16 | 5% | 6 | -1%
c1ccc(CNc2cnccn2)cc1
→ 0 | -1 | 2.6% | 5% | 5 | 15 | 1% | 41* | 1%
O=C(O)CCC(=O)N1CCc2cc(S(=O)(=O)NCCc3ccc(Cl)cc3)ccc21
→ 2 | -2 | 2.8% | -11% | 12 | 20 | 0% | -2 | -5%
Cc1ccc(CC(=S)N2CCOCC2)cc1
→ 6 | -4 | -0.6% | -12% | -2 | -4 | -8% | 6 | -3%
O=C(N/C(=C/c1ccc(Br)cc1)C(=O)N1CCOCC1)c1ccco1
→ 3 | -2 | -1.4% | -3% | -14 | -2 | 0% | -7 | -3%
CCCCNC(=O)C(=O)c1ccccc1NC(C)=O
→ 4 | 6 | -1.5% | -1% | 0 | -15 | 4% | -6 | -4%
COCCn1c(N)c(N(Cc2ccccc2)C(=O)c2oc3ccccc3c2C)c(=O)[nH]c1=O
→ 5 | -4 | 1.0% | -14% | -11 | -3 | -9% | 17 | 2%
O=C(NCCN1C(=O)C2C3C=CC(C3)C2C1=O)N1CCOCC1 (stereo not drawn)
→ 2 | -1 | 8.3% | 0% | 5 | 8 | -1% | 9 | -4%
Cc1cc(N)n(Cc2cccs2)n1
→ 6 | -3 | -1.4% | -5% | 0 | -17 | 10% | -3 | -4%
CC(C)(C)C(=O)CSc1ncccn1
→ 1 | -5 | 3.2% | 12% | -14 | 5 | 2% | 8 | -3%
COCCCN(C(=S)Nc1cc(Cl)cc(Cl)c1)C(C)c1ccncc1 (stereo not drawn)
→ 1 | -3 | 0.6% | -11% | -13 | -53* | -10% | -15 | -4%
CC(C)c1ccc(NC(=O)CSC2=Nc3ccccc3C3=NC(CCC(=O)NCc4cccs4)C(=O)N23)cc1 (stereo not drawn)
→ 6 | -2 | 7.4% | 0% | -1 | 7 | -1% | / | -3%
Cc1ccc(S(=O)(=O)NC(C)CCc2ccccc2)cc1C(N)=O (stereo not drawn)
→ 14 | -8 | 1.8% | 11% | 7 | 6 | 4% | 12 | -3%
CC1CCCN(S(=O)(=O)c2ccc(NC(=O)C3CCN(C(=O)c4ccco4)CC3)cc2)C1 (stereo not drawn)
→ 3 | -10 | -0.2% | 12% | -10 | 3 | 8% | / | -7%
Cc1ccccc1CCNC(=O)c1cc(C2CC2)nc2c1cnn2C(C)C
→ 2 | -2 | -0.7% | -2% | -26 | 1 | -6% | -19 | -5%
O=C(NCc1ccncc1)Nc1cccc(Cl)c1
→ 5 | -14 | -0.3% | -13% | 8 | -16 | 0% | -8 | 2%
CCOC(=O)N1CCN(C2=NC3(CCCCC3)C(C#N)C(=O)N2)CC1 (stereo not drawn)
→ 0 | -1 | -0.3% | -12% | 3 | -6 | -1% | 16 | -5%
Cc1nnc(SCc2nnc(-c3cccs3)o2)n1Cc1ccccc1
→ 4 | -5 | -1.5% | -1% | -20 | 6 | 0% | -5 | -4%
CC(=O)Oc1cccc(NC(=O)c2cccc(C(=O)Nc3cccc(OC(C)=O)c3)c2)c1
→ 4 | -4 | 0.2% | 2% | -10 | -20 | 3% | / | -1%
CC(C)N(C(=O)Cn1cc(S(=O)(=O)CC(=O)N2CCOCC2)c2ccccc21)C(C)C
→ 4 | -7 | -0.1% | 2% | -3 | 3 | 3% | -5 | -4%
COc1cccc(NC(=O)CN(C)S(=O)(=O)c2ccc3c(c2)NC(=O)CS3)c1
→ 2 | 0 | -1.8% | 6% | 6 | 2 | -6% | -12 | -2%
CCOC(=O)CCCNC(=O)COC(=O)c1cccc(F)c1
→ 2 | -4 | 1.7% | 7% | 1 | 3 | 0% | / | -2%
O=C(NC1CCCCC1)c1cc([N+](=O)[O-])[nH]n1
→ 8 | -2 | -1.3% | 4% | 3 | -6 | 2% | 12 | -1%
CCN(CC)Cc1c(C(=O)N/N=C/c2cccc3ccccc23)nnn1-c1nonc1N
→ 3 | -1 | -1.4% | -29% | -8 | 13 | -4% | 5 | 2%
CC(C)OC(=O)c1c(NC(=O)c2ccco2)sc2c1CCCC2
→ 1 | 1 | -3.5% | 2% | -4 | 4 | -3% | -2 | -6%
Cc1cc(C)cc(OCC(=O)Nc2nc(-c3cccnc3)cs2)c1
→ 2 | -4 | 2.1% | -5% | -10 | 2 | 2% | -6 | 0%
O=C(O)c1ccc(-n2cccc2/C=N\NC(=O)c2cc3cc(Br)ccc3o2)cc1
→ 1 | 0 | 0.8% | 9% | 11 | 4 | -6% | -19 | -1%
O=C(Nn1cnnc1)C(c1ccccc1)c1ccccc1
→ 2 | 3 | 0.0% | -5% | -13 | 5 | 3% | 7 | -8%
CCCN(CCC)CC(=O)N1CC(=O)Nc2ccccc21
→ 2 | 0 | 3.2% | -2% | 6 | -18 | -3% | -5 | 1%
c1ccc(-c2nc3cccnc3nc2-c2ccccc2)cc1
→ / | / | / | 5% | -9 | / | 0% | / | -4%
CCCCCCn1c(CN2CCCCC2)nc2c1c(=O)n(C)c(=O)n2C
→ / | / | / | -13% | 4 | / | -6% | / | -4%
CCN(CC)c1ccc(N2C(=O)/C(=C\c3cccs3)SC2=S)cc1
→ 5 | 4 | -1.3% | 3% | -10 | 9 | -3% | 7 | -5%
CN(C)S(=O)(=O)c1ccc(N2CCCC2)c(C(=O)Nc2nccs2)c1
→ / | / | / | -1% | -11 | / | -12% | / | ?
O=C(COC(=O)Cc1ccsc1)NC(c1ccccc1)c1ccccc1
→ 9 | -3 | -0.5% | 13% | -1 | 5 | -1% | 5 | -5%
CC(C)NC(=O)CCCn1cc([N+](=O)[O-])cn1
→ 1 | -7 | 1.1% | ? | 11 | -7 | -6% | 3 | -2%
COCCNC(=O)C(c1ccncc1)N(C(=O)c1sc(C)nc1C)c1cccc(C)c1 (stereo not drawn)
→ 0 | 9 | -0.5% | 6% | 3 | -4 | 4% | -1 | 0%
CC1(C)C(=O)Nc2ccccc2N1C(=O)Cn1ncc(Cl)c(Cl)c1=O
→ 0 | -13 | 4.0% | 14% | -22 | -4 | -8% | 4 | -15%
CC(C)CC(=O)Nc1c2c(nn1-c1ccc([N+](=O)[O-])cc1)CS(=O)(=O)C2
→ 2 | -7 | 7.6% | 1% | 9 | -6 | 3% | 11 | -3%
CCCCC1=NN2C(=N)CC(=O)N=C2S1
→ 3 | 5 | 0.9% | -4% | -4 | -10 | -5% | -6 | -4%

The listing continues.
Order of values: D1 agonist | D1 PAM | RXFP1 ag | Vif-A3F inh | RXFP1 antag | D1 antagonist | Vif-A3G inh | D2 PAM | GRP78 ERSR act
O=S(=O)(c1cc(F)ccc1F)N1CCN(c2ncnc3ccccc23)CC1
→ / | / | / | -13% | -12 | / | -28% | / | -3%
CC(C)CNS(=O)(=O)c1ccc(OCC(=O)Nc2ccc(F)cc2F)cc1
→ 13 | -6 | -1.3% | -5% | -10 | -5 | 2% | -2 | -6%
CCN(c1ccccc1)S(=O)(=O)c1ccc(Cl)c(NC(=O)CSc2nnc(C)s2)c1
→ 8 | -3 | 1.2% | -13% | 8 | -26 | 1% | -5 | -4%
COc1ccccc1NC(=S)NNC(=O)c1ccc(Cl)cc1Cl
→ 4 | -6 | 0.3% | 6% | 5 | -2 | -1% | 4 | 0%
COc1cc(OC)cc(C(C)=O)c1
→ 1 | 2 | 1.6% | 2% | 3 | -3 | 1% | 6 | -4%
COc1cc2c(c(OC)c1OC)-c1c(cc3c(c1O)OCO3)C[C@@H](C)[C@@H](C)C2
→ 5 | 2 | 4.6% | -9% | / | -15 | -11% | 7 | /
CC(C)CCNC(=O)C(C)N(C(=O)c1snc(C(N)=O)c1N)c1cnc2ccccc2c1 (stereo not drawn)
→ 8 | 2 | 5.1% | 0% | -13 | -3 | 2% | 4 | -1%

Screening results: PubChem, National Center for Advancing Translational Sciences (NCATS)
